# KDM5B inhibitor: Primary screen for KDM5B Histone Demethylases FDH-coupled qHTS | Lysine-specific demethylase 5B (Homo sapiens), Q9UGL1 | KDM5B demethylase, FDH-coupled NADH fluorescence (FDH is formaldehyde dehydrogenase) | 220,000 compounds, 2.6% hits | Potency, µM (top dose mostly 57.7 µM), for the others: top-dose activity change, negative = inhibition, most hits filed as inhibitors; active means well fitted inhibition curve with a large enough effect; inconclusive means small, poorly fitted or top-dose-only effect; inactive means no such curve, though single readings can be large or run the other way; further: 0% is about no effect; nearly all actives have a fitted effect of over 70% in size
# Target sequence (Q9UGL1 whole entry, looked up): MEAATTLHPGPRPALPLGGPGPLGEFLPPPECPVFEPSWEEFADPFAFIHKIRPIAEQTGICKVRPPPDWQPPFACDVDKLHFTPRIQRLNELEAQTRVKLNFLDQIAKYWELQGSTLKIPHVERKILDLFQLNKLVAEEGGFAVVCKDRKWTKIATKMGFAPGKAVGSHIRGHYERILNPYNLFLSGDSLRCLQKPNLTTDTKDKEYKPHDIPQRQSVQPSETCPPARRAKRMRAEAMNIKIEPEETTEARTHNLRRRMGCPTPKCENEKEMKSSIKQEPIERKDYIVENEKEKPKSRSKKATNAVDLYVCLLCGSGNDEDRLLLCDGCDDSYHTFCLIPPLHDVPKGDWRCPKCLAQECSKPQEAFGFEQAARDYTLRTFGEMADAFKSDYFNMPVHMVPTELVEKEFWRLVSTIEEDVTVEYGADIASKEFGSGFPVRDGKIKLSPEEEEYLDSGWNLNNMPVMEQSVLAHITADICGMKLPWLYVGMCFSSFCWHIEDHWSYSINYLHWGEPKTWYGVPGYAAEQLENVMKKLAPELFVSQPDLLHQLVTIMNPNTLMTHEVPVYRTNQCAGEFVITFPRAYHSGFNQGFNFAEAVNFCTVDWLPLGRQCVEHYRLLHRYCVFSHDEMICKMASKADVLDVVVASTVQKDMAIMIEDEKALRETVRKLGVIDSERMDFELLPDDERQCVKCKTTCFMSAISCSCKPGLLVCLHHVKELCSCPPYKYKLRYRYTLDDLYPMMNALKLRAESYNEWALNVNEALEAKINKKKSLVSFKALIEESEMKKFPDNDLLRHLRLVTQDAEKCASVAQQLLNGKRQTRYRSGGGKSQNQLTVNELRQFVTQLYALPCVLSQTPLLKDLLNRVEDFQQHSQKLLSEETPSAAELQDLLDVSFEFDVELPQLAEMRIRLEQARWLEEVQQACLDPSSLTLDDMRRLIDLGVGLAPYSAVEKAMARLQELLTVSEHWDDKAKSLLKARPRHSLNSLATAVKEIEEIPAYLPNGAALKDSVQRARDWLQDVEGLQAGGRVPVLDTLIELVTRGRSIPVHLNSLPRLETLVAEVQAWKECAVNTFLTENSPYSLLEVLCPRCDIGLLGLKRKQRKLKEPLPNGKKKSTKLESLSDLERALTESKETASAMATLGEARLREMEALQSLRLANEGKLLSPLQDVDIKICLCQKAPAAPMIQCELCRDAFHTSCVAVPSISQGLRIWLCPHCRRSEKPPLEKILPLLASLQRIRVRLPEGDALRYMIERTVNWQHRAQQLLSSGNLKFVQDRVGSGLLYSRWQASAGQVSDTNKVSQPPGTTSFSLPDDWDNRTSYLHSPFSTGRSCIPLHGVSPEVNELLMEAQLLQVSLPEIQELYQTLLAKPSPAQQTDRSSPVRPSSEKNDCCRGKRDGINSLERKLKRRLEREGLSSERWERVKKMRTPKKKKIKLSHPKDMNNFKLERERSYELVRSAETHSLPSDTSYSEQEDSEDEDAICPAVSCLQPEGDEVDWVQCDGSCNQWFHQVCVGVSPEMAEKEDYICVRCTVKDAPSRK
#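 KDM5BΔAP (200 nM final) in 50 mM HEPES pH 7.5, 0.01% Tween-20 was preincubated 10 min at RT with compound over a concentration range. Substrate mix (H3K4me3 12.5 µM, α-KG 25 µM, Fe²⁺, ascorbate, NAD⁺, FDH) was added, and NADH fluorescence change over 30 min gave dose-response curves.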
# * marks the source's active call; other numbers are inactive results; ? = inconclusive; & = joins results of further samples; [ ] = another dose, or the depositor's remark. Potency means the concentration at half of the fitted maximal effect. This is a subset; rates above refer to the full screens.
Structure	KDM5B inhibitor
N#Cc1ccc(OCC(=O)N2CCN(C(=O)c3ccco3)CC2)cc1	4%
CCCCn1c(=O)[nH]c(=O)c2c1nc(-c1ccc(OCC#N)c(OC)c1)n2C	?
CCCCOC(=O)Cn1nnc2sc(-c3ccccc3)cc2c1=O	?
CCc1ccc(CN(Cc2ccco2)c2cnc(S(C)(=O)=O)nc2C(=O)Nc2c(C)cccc2C)cc1	?
CCC[C@@H]1CN(Cc2cn[nH]n2)C[C@H]1C(=O)O	?
N#Cc1ccccc1CCC(=O)Nc1cccc(/C=C/c2ccccn2)c1	?
N#CCC(=O)c1c[nH]c2ccccc12	23%
CC(C)N(c1ccccc1)c1ccc(NC(=O)Cn2nc(C(=O)O)c3ccccc3c2=O)cc1	-13%
CCOc1c(Br)cc(C(=O)OCc2ccc(C#N)cc2)cc1OC	15%
Cc1nnc2c3ccccc3nc(N3CCN(c4cccc(Cl)c4)CC3)n12	-15%
NC(=O)CNC(=O)[C@@]1(O)C[C@@H](O)[C@H](O)[C@@H](NC(=O)NC2CCCCC2)C1	10%[86.2 µM]
O=c1[nH]nc(SCc2nc(-c3ccc(Cl)cc3)no2)n2nc(-c3ccco3)cc12	4%
Cc1nc(-c2ccc(Cl)cc2)sc1C(=O)NC1C=CS(=O)(=O)C1 (centres undefined)	26%
O=C1CCN(C(=O)C2CCN(C(=O)c3ccco3)CC2)CCCCCCN1	19%
O=C(Cn1c(NCc2ccccc2)nc2ccccc21)N1CCN(c2ccccc2)CC1	11%
O=C(NCC12CCCC=C1N(CC1CC1)C(=O)CC2)c1ccncc1 (centres undefined)	13%
CN1CCN(c2nc3c(c(=O)[nH]2)CCN(Cc2ccc(Cl)cc2)CC3)CC1	-13%
O=C(COc1ccccc1)N1CC(F)(F)C[C@H]1c1nc(C2CC2)no1	-2%
O=C(Cc1cccnc1)N1C[C@@H](COCC2CC2)[C@H](c2ccncc2)C1	-9%
CC(=O)N1C(NC2CCCCC2)CC(C)N1c1ccccc1 (centres undefined)	-13%

# Later entries
Structure	KDM5B inhibitor
Cc1cc2c(cc1S(=O)(=O)CCC(=O)Nc1ccc(OC(F)(F)F)cc1)OCC(=O)N2	-17%
COc1ccc(Cn2c3c(c(=O)n2Cc2ccccc2)CCN(C(C)=O)C3)cc1	2%[86.2 µM]
NC(=O)NCc1cn(C2CCN(Cc3cc4ccccc4s3)CC2)nn1	17%
O=c1[nH]c(C2CCCN(Cc3ccc(F)cc3)C2)nn1-c1ccc(Cl)cc1 (centres undefined)	-15%
CC1=C[C@@H](CNCCN(C)C)[C@H](C(C)C)C[C@H]1Cc1nnc(C(C)(C)C)o1	-8%[86.2 µM]
COc1cccc(CCC(=O)N2CCC3(CC2)N=C(c2ccc(Cl)cc2)NO3)c1	?
COc1ccc(CNC(=O)c2cc3cc(C)ccc3n2C)cc1	?
C/C(=N\NC(=O)c1cccc2ccccc12)c1ccc(Cl)s1	18%
Cc1nnc(-c2cc(-c3cccc(F)c3)ccn2)n1CCN1CCOCC1	7%[86.2 µM]
CNc1cccnc1OC1CCN(S(=O)(=O)Cc2ccccc2)C1 (centres undefined)	?
Cc1ccc(Cl)cc1N1CCN(C(=O)CCS(=O)(=O)c2cc(Br)cc3c2N(C(=O)C2CC2)CC3)CC1	-24%
Clc1ccc(-c2nc(C3CC3)nc3c2CCN(Cc2ccccc2)CC3)cc1	-28%
Cc1ccccc1-c1cnc2[nH]cc(CC(=O)NCc3ccco3)c2c1	?
CN(C(=O)N1CCCn2nc(C(=O)N3CCOCC3)cc2C1)c1ccccc1	-13%
CNC(=O)C1CCN(Cc2ncc(-c3ccccc3)o2)CC1	1%
CCc1cc2c(cc(C(=O)OC)n2Cc2nc(-c3ccc(C)cc3)oc2C)s1	-25%
CCn1c(C2CCCNC2)nn(Cc2ccc(C(C)C)cc2)c1=O (centres undefined)	9%
CSc1ncc(C(=O)Nc2cc(Cl)ccc2C)c(-c2ccccc2)n1	-43%
Cc1[nH]c2ccccc2c1CN1CCc2nc(N3CCOCC3)[nH]c(=O)c2CC1	-18%
COc1ccc(-c2cc(C(=O)N(Cc3ccc(Cl)cc3)Cc3ccco3)no2)cc1	-16%

# (next part)
Structure	KDM5B inhibitor
CCc1nn(CC(=O)N2CCN(c3cccc(Cl)c3)CC2)c(=O)c2cc3sccc3n12	-27%
COC(=O)c1ccc(C(=O)Oc2ccc(C(C)=O)cc2)cc1	20%
COc1cc(-c2nc3ccc(Cl)cn3c2Nc2ccc3c(c2)OCO3)cc(OC)c1O	?
CCc1ccc(C(=O)COC(=O)/C(=C\c2ccccc2)NC(C)=O)cc1	-14%
O=C(c1ccc(C(F)(F)F)cc1)N1CCCC2(CC(c3ccccn3)=NO2)C1 (centres undefined)	23%[115 µM]
Cc1cc(N2CCC(N3CCCC(C(=O)NCCc4ccccc4)C3)CC2)ncn1 (centres undefined)	?
Fc1ccc(NC(=S)N2CCc3[nH]c4ccccc4c3C2)cc1	-9%
CCc1ccc(NC(=O)C2CCCN(S(=O)(=O)c3ccc4[nH]c(=O)ccc4c3)C2)cc1 (centres undefined)	-9%
O=C(CSc1nc2ccccc2o1)Nc1cc(Cl)cc(Cl)c1	5%
CCOC(=O)CC1CCCCN1C(=O)CCC1(Cc2ccc3ccccc3c2)CCC(=O)N1 (centres undefined)	-23%
CCOc1ccccc1C(=O)N1Cc2cnc(Cc3ccc(OC)cc3)nc2C1	-12%
Cc1cnc(CC2CCNC2)n1C1CC1 (centres undefined)	-19%
O=C(NCc1ccc(Cl)cc1)C(=O)NCC(c1cccnc1)N1CCN(c2ccccc2)CC1 (centres undefined)	-16%
O=C(c1ccccc1)N1CCC(Oc2nccnc2N2CCOCC2)C1 (centres undefined)	-28%
O=C(Nc1ccc(F)c(Cl)c1)C1CCCN(c2ncnc3onc(-c4ccc(F)cc4)c23)C1 (centres undefined)	-5%&-7%
O=C(Nc1cccn2nc(C3CCC3)nc12)c1ccc(F)cc1	24%
COc1cccc2cc(S(=O)(=O)c3cc(F)cc(F)c3)c(=O)oc12	-10%
COc1ccc(-c2cn(-c3ccc(C)cc3)c(S(=O)(=O)CC(=O)Nc3ccc(F)cc3)n2)cc1	?
CCc1ccccc1NC(=O)CCCN1C(=O)C2CC=CCC2C1=O (centres undefined)	27%
COc1ccc(CNC(=O)Cn2c(=O)nc(-c3ccccc3)c3ccccc32)cc1OC	-8%

# Three entries from above, ordered by the number in KDM5B inhibitor, high to low:
SMILES	KDM5B inhibitor
O=C(CSc1nc2ccccc2o1)Nc1cc(Cl)cc(Cl)c1	5%
COc1ccc(CNC(=O)Cn2c(=O)nc(-c3ccccc3)c3ccccc32)cc1OC	-8%
Cc1cnc(CC2CCNC2)n1C1CC1 (centres undefined)	-19%

# Ordered by SMILES length (smallest number first): some entries from above.
Structure	KDM5B inhibitor
Cc1cnc(CC2CCNC2)n1C1CC1 (centres undefined)	-19%
CCc1ccccc1NC(=O)CCCN1C(=O)C2CC=CCC2C1=O (centres undefined)	27%
COc1cccc2cc(S(=O)(=O)c3cc(F)cc(F)c3)c(=O)oc12	-10%
O=C(c1ccc(C(F)(F)F)cc1)N1CCCC2(CC(c3ccccn3)=NO2)C1 (centres undefined)	23%[115 µM]

# Additional compounds follow:
Structure	KDM5B inhibitor
O=C(CCn1cncn1)N1CCOc2c(O)cc(-c3cccc(Cl)c3)cc2C1	12%
CN1CCN(c2cc(=O)c3ccnc(-c4ccnn4C)c3o2)CC1	40µM*
Cn1c(Oc2ccc(Cl)c(Cl)c2)c(C#N)c(=O)n(C)c1=O	?
Cc1nc2nc(SCC(=O)O)nn2c(C)c1Cc1c(F)cccc1Cl	-4%
O=C(O)C1=NOC2CN(Cc3ccc(C(F)(F)F)cc3)CC12 (centres undefined)	-16%[149 µM]
Nc1nccnc1C(=O)NCc1ccccc1F	?
CCC12CN3CC(C)(CN(C1)C3c1c[nH]c3ccc(OC)cc13)C2=O (centres undefined)	-18%&-1%
N#C/C(=C/c1ccc(OC(F)F)cc1)C(=O)Nc1cc(Cl)ccc1Cl	0%
CCn1cnc2c1c(=O)n(CC(=O)NC(C)c1ccco1)c(=O)n2Cc1ccccc1 (centres undefined)	-14%
CN1N=C(C(=O)N2CCc3c(nc(-c4ccncc4)[nH]c3=O)C2)CCC1=O	7%
N#CC1=C(N)n2ncnc2NC1c1ccc(Cl)cc1Cl (centres undefined)	-23%
Cc1noc(C)c1Cc1ccc(C(=O)N2CCCCCCN(C)C(=O)[C@@H]3CCC[C@@H]32)o1	-16%
COc1cc2c(C(=O)O)c(C)n(C)c2c2ccccc12	?
CCCOc1nccnc1NC1CCN(C(=O)c2ccccn2)CC1	28µM*
COc1ccc(S(=O)(=O)c2c(Nc3c(C)cccc3C)sc(C(=O)c3ccc4c(c3)OCO4)c2N)cc1	?
CCCN1CCC(N2CCC(C(=O)Nc3cccc(-c4cccc(F)c4)c3)CC2)CC1	11%
CN(Cc1ccon1)Cc1ccccc1OCC(O)CN1CCCCC1 (centres undefined)	-14%
CCC(C)NC(=O)c1oc2ccccc2c1CSc1nnc(C)s1 (centres undefined)	5%
COc1cccc(C(=O)Nc2cccc(-c3nc4ncccn4c3C)c2)c1	?
Cc1ccc(-n2nc(C)c([C@@H]3C=C[C@@H](NC(=O)CC(C)(C)CC(=O)O)C3)c2C)cc1Cl	-17%

# Next section:
Structure	KDM5B inhibitor
O=C(COc1ncnc2ccccc12)N(Cc1ccccc1)Cc1ccccc1	-10%
Cc1cc(C(=O)Cn2cnc3c2c(=O)n(C)c(=O)n3C)c(C)n1CC1CCCO1 (centres undefined)	-13%
COc1ccc(OC)c(NC(=O)CCCc2nnc3n(C(C)C)c(=O)c4sccc4n23)c1	0%
O=C(Cc1ccccn1)N1CCC(N2CC3CCCN3C2=O)CC1 (centres undefined)	-8%[86.2 µM]
O=C(CCn1nc(-c2ccc(Cl)cc2)c2ccccc2c1=O)N1CCOCC1	6%
COc1ccc([C@H]2CN(C(=O)C3(c4ccc(F)cc4)CC3)C[C@@H]2N)cc1	21%
O=S1(=O)C[C@H](NC2CCCC2)[C@@H](S(=O)(=O)c2ccccc2)C1	11%
COC(=O)c1c(SC)nc2ccccc2c1OCc1cc(C)ccc1C	12%
CS(=O)(=O)N1CC(n2cc(C(=O)NCC3CC3)nn2)C1	6%
Cc1ccc(-c2nc3n(n2)C(=O)CC(c2ccc(C)cc2)S3)cc1 (centres undefined)	-25%
Cc1ccc(NC(=O)N2CCc3c(C(=O)NC(C)C)cccc32)cc1	4%
CCOc1ccc(NC(=S)N2CCN(S(=O)(=O)c3ccc(C)cc3)CC2)cc1	-20%
CCCOc1ccc(N2C(=O)CC(N(CCc3ccc(OC)c(OC)c3)C(=O)c3ccccc3)C2=O)cc1 (centres undefined)	12%
CCc1cccc(C)c1NC(=O)c1cc(S(=O)(=O)N(C)Cc2ccccc2)ccc1F	-22%
COCC(=O)N(C)Cc1ccc(-c2ccccc2)cc1	-24%[86.2 µM]
Cc1ccc(CNCC(=O)O)cc1	-8%
CCN1C(=O)CN(C(=O)C2CC2)CC12CCOCC2	32%
CCc1cccc2c(C(=O)COC(=O)c3cccc(C)c3)c[nH]c12	-4%
Cn1nc(C(=O)NCc2ccccc2Cl)c2ccccc2c1=O	14%
CC(C)c1nc2ccccc2n1CC(=O)N1CC[C@](C)(O)[C@@H](O)C1	10%

# Next section:
Structure	KDM5B inhibitor
COc1ccc(NC(=O)c2sc(-c3ccccc3)nc2C)c(OC)c1	?
COCC(=O)N1CC(CNc2ccccc2)C2(C1)CN(c1ccccc1)C2 (centres undefined)	-14%[86.2 µM]
O=C(Cn1ccn2nc3c(c2c1=O)CCCCC3)Nc1ccccc1F	?
CCCCN(CC)C(=O)CCNC(=O)Cn1cnc2sc3c(c2c1=O)CCCC3	20%
COc1ccc(-n2c(=O)c3sc4ccccc4c3n(CC(=O)NC3CCCCC3)c2=O)cc1	-16%
CN1C(=O)[C@H]2CN(Cc3ccc(Br)cc3)C[C@H]2C1=O	-18%
N#Cc1ccc(NCCNc2cccc3ccccc23)nc1	?
Cc1ccnc(NC(=O)Cc2ccc(Cl)cc2Cl)c1	19%
Cc1c(CN2CCN(c3ncc(F)cn3)CC2)[nH]c2ccc(F)cc12	-30%
O=S(Cc1ccc(Cl)cc1)Cc1ccc(Cl)cc1Cl (centres undefined)	-3%
COCCN1C(=O)C(CC(=O)NCCc2ccccc2)=C2CCCCC21 (centres undefined)	-21%
CCCc1ccc(C(=O)O)s1	7%
CC(NC(=O)c1cnccn1)c1ccc(S(N)(=O)=O)cc1 (centres undefined)	18%
COc1ccc(N(C)S(=O)(=O)c2cccc(C(=O)Nc3nc(C)c(C(C)=O)s3)c2)cc1	-11%
CCN(CC)C(=S)SCC(=O)NC(=O)c1ccc[nH]1	16%
O=C1NC(NS(=O)(=O)c2ccccc2)(C(F)(F)F)C(=O)N1c1cccc(Cl)c1 (centres undefined)	-7%
Cc1cc(C)nc(NC(N)=S)n1	17%
O=C(Nc1cccc2ccccc12)C(C(=O)Nc1cccc2ccccc12)C12CC3CC(CC(C3)C1)C2	19%
O=C(c1cn2ccsc2n1)N1CCn2nc(C(O)c3ccccc3)cc2C1 (centres undefined)	-11%
CCOc1ccccc1NC(=O)N1CCC(N2C(=O)C3(CCCC3)C2c2ccccc2)CC1 (centres undefined)	-11%

# Compound activity: PubChem BioAssay, National Center for Advancing Translational Sciences (NCATS)
